# D2 antag: D2 dopamine receptor (human) antagonism | HEK293 TREx D2 cells, calcium flux, dopamine EC80 | AID 485344 | 340,000 compounds, 2% hits | inhibition, % at 10 µM; in the data active = inhibition above about 30%; also: 0% is about no effect
#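 Antagonism is scored as inhibition of an EC80 dopamine-evoked calcium signal in a force-coupled, tetracycline-inducible HEK293 T-REx D2 line, with compound present 180 s before agonist.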
# ALOX12 inh: ALOX12 (human) lipoxygenase inhibition; purified 12hLO, xylenol orange hydroperoxide absorbance; Potency, µM (highest dose often 108 µM), inactives show at the top dose activity change, negative = inhibition, usual class: inhibitors; P18054; 580,000 compounds, 1.1% hits; also: potency is read from the fitted curve at half-maximal effect; % is scaled to controls: 0 for no effect and ±100 for the full control effect
#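 Purified human 12hLO (150 nM final) in 25 mM Hepes, 0.01% Triton X-100, pH 7.0 was preincubated 15 min at room temperature with compound. Then 40 uM arachidonic acid was added, 30 min. Hydroperoxide was read by Fe-XO absorbance ratio 573/405 nm.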
# Vif-APOBEC3G blk: Vif-A3G binding inhibition. 410,000 compounds, 0.076% hits. HeLa A3G-eYFP + Vif (tagged APOBEC3G with the HIV-1 protein that degrades it), YFP fluorescence, overnight. Potency, µM (titrated, usually from 46.1 µM), for the others: top-dose activity, negative = active, most hits filed as inhibitors;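 also: potency is read from the fitted curve at half-maximal effect; % is scaled to controls: 0 for no effect and ±100 for the full control effect; nearly all actives have a fitted effect of over 60% in size; hits raise eYFP signal because A3G escapes Vif-driven loss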
# Target sequence (Q9HC16 whole entry, looked up): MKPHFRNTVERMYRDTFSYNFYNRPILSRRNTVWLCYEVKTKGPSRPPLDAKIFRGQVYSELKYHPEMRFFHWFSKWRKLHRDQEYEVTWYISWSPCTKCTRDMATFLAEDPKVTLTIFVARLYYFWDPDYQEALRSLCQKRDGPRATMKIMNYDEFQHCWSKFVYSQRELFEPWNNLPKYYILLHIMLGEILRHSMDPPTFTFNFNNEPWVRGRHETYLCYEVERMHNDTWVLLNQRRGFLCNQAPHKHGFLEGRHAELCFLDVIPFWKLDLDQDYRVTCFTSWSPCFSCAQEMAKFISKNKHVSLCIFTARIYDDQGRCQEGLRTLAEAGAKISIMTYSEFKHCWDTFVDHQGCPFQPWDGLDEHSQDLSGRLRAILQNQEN
#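 HeLa cells stably expressing Vif and C-terminally eYFP-tagged A3G, seeded overnight at 37 deg C, then exposed to compound by pintool overnight at 37 deg C. Rise in yellow fluorescence (Ex 488/Em 500-530, Acumen) marks blocked Vif-driven A3G degradation.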
# RGS4 inh: human RGS4 inhibition. P49798. Transcreener GDP fluorescence polarization, RGS4-accelerated GTP hydrolysis. Potency, µM (titrated, usually from 114 µM), for the others: at the top dose activity change, negative = inhibition, most hits filed as inhibitors. 390,000 compounds, 0.039% hits. AID 504845; also: potency is read from the fitted curve at half-maximal effect; % is scaled to controls: 0 for no effect and ±100 for the full control effect; nearly all actives have a fitted effect of over 75% in size; some results filed as inactive show a strong effect at the top dose
# Target sequence (P49798 whole entry, looked up): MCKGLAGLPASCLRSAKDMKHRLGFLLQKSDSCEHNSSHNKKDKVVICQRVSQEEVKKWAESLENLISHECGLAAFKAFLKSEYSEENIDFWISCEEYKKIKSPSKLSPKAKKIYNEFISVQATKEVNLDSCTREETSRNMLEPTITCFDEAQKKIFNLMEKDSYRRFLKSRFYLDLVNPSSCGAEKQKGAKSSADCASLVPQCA
#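 MLSMR compounds (23 nl, pin-transferred) preincubated 10 min at room temperature with a 500nM (2x) first reagent, then RGS4 at 900nM (2x) plus Transcreener GDP mix added; fluorescence polarization (620/688 nm) read before and after 90 min at 30 °C.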
# ERG-DNA inh: blocks human ERG Ets domain binding to DNA | P11308 | fluorescence polarization, His-ERG Ets domain / labelled DNA | Potency, µM (series often up to 76.9 µM), without a hit: at the top dose FP activity, negative = inhibition, hits mostly inhibitors | 370,000 compounds, 0.028% hits | AID 624246; active = well fitted inhibition curve with a large enough effect in the polarisation, with a control signal flat; inconclusive = small, poorly fitted or top-dose-only effect, or effect the other way, or a change in a side signal; inactive = no such curve, though single readings can be large or run the other way; the % refers to the polarisation;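 also: polarization taken with two DNA probes labelled with fluorescein and Texas red; potency is read from the fitted curve at half-maximal effect; % of control where 0% means no effect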
# Target sequence (P11308 whole entry, looked up, the tested form may be a part): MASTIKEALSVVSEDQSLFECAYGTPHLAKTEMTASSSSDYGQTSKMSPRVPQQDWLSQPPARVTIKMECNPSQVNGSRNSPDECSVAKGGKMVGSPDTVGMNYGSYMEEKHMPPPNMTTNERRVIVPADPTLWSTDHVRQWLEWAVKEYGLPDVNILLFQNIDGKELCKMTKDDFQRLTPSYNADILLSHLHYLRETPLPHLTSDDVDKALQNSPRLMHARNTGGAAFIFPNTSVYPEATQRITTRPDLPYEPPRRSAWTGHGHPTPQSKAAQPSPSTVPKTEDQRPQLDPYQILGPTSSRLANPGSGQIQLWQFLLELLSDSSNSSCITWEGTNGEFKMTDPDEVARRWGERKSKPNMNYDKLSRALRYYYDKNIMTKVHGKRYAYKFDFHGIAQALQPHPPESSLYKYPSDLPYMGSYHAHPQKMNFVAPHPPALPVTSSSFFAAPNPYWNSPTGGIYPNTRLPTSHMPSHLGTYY
#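 His-tagged ERG Ets domain (1 uM in the protein solution; 300mM KCl, 50mM Tris-HCl, 1mM EDTA, 1mM DTT, pH 7.5) received compound, then a probe mix of 5 nM fluorescein-DNA and 100nM Texas-615-DNA. Fluorescence polarization was read for both dyes.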
# D2 agonist: agonists of human D2 dopamine receptor | P14416 | HEK293 T-REx D2 cells, calcium flux agonist mode | activation, % at 2 µM | 340,000 compounds, 0.53% hits | AID 485358;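 active = activation over 3 SD above normal in the single-dose calcium agonist read, cut at about 30% in these data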; also: 0% is about no effect
#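 Agonism is scored from calcium flux in a force-coupled, inducible HEK293 cell line expressing D2, read kinetically for 180 s after compound addition against dopamine controls.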
# LDHA inh: LDHA (human) enzyme inhibition; 480,000 compounds, 0.15% hits; P00338; purified LDHA, NADH/diaphorase-resazurin fluorescence; stronger effect = lower value; activity change, % (values are at about 110 or 230 µM); in the data active = activity change below about -30%; inconclusive = mostly about -25% to -30%;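 also: plate controls were DMSO wells for no effect and wells without enzyme for full effect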
#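 Remaining NADH was detected by diaphorase (0.133 mg/mL) converting 37 µM resazurin to fluorescent resorufin, read at 0 and 20 minutes. The preceding 5-minute room-temperature reaction used 2 nM LDHA, 0.2 mM sodium pyruvate and 0.06 mM NADH at pH 7.4.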
# GRP78 ERSR act: induces the endoplasmic reticulum stress response in human glioma cells. U87-MG GRP78 promoter luciferase reporter, 16 h. AID 602332. 420,000 compounds, 0.02% hits. Potency, µM, without a hit: top-dose activation, usual class: activators; also: potency is read from the fitted curve at half-maximal effect; series mostly up to about 76 µM; % of control where 0% means no effect; nearly all actives have a fitted effect of over 35% in size
#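 Stably transfected U87-MG human glioma cells carrying a GRP78-based luminescent sensor were seeded at 1000 cells/well, pin-dosed with compounds and incubated 16 h. Luciferase reagent was then added, and end-point luminescence was read after 10 min at room temperature.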
# Vif-A3F inh: blocks the Vif interaction with APOBEC3F; AID 602313; 390,000 compounds, 0.2% hits; Potency, µM (highest dose often 46.1 µM), inactives show at the top dose activity, negative = active; HeLa A3F-eYFP + Vif (tagged APOBEC3F with the HIV-1 protein that degrades it), YFP fluorescence increase; also: potency is read from the fitted curve at half-maximal effect; % of control where 0% means no effect; nearly all actives have a fitted effect of over 65% in size
#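 HeLa cells stably expressing Vif plus C-terminally eYFP-tagged A3F were seeded, incubated overnight at 37 deg C, dosed with compound, incubated overnight again at 37 deg C. Yellow fluorescence (Ex 488/Em 500-530) reported blocked Vif-mediated A3F-eYFP degradation.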
# The depositor's hits bear a star; ? = inconclusive; / = no result given; & = joins results of further samples; [ ] = another dose, or the depositor's remark. Unless noted, calls follow the shape of the dose curve; as a rule, active = well fitted curve in the direction sought with a large enough effect; inconclusive = small, poorly fitted or top-dose-only effect, or another doubt; inactive = no such curve, though single readings can be large; an effect the other way counts as inactive or inconclusive. Not all compounds are listed (hit frequency here may not be typical).
structure	D2 antag	ALOX12 inh	Vif-APOBEC3G blk	RGS4 inh	ERG-DNA inh	D2 agonist	LDHA inh	GRP78 ERSR act	Vif-A3F inh
COc1cc(N)c(C(O)c2nccc3cc(OC)c(OC)cc23)cc1OC (configuration not stated)	8	4%	-2%	-22%	-7%	-0.3	5	0%	8%
CC1(C)CC(=O)C(N=Nc2ccc(Br)cc2)=C(O)C1	-12	?	1%	0%	0%	-1.0	-4	7%	6%
CCC(C)NC(=O)CNC(=S)N(Cc1ccccc1)Cc1cccnc1 (configuration not stated)	-16	-17%	-2%	-14%	-2%	1.0	-2	1%	4%
Cc1ccc(N(CCC#N)C(=O)CSc2ccc3c(c2)OCCO3)cc1	23	-18%	0%	-3%	-1%	0.4	3	1%	-1%
N#Cc1c(-c2ccccc2)nc(N2CCN(Cc3ccccc3)CC2)[nH]c1=O	6	0%	0%	5%[56.9 µM]	0%	11	2	3%	0%
Cc1ccccc1C(=O)Nc1ccc2nc3n(c(=O)c2c1)CCC3	0	37%[57.4 µM]	1%	9%	-5%	-0.4	1	-2%	-1%
CCOC(=O)c1c(C)n(-c2ccccc2)c2ccc(OC(=O)c3ccccc3Cl)cc12	/	0%	1%	-6%	-8%	0.3	-3	-4%	3%
CC(C)C[C@H](NC(=O)OCC1c2ccccc2-c2ccccc21)C(=O)O	/	-4%	-4%	10%	-3%	/	-11	-5%	-4%
Cc1ccccc1OCCC(=O)OCC(=O)Nc1ccc(C)c(S(=O)(=O)N2CCCCC2)c1	/	?	1%	/	/	/	1	-1%	-8%
Cc1cc(Cl)ccc1NC(=O)CN1C(=O)CSc2ccc(S(=O)(=O)N3CCOCC3)cc21	-5	-4%	3%	3%	-1%	-1.3	-2	1%	-7%
O=C(COC(=O)/C=C/c1ccccc1[N+](=O)[O-])Nc1ccc(OC(F)F)cc1	-21	-9%	-1%	36%	1%	-1.5	-7	-5%	-4%
COc1ccc(S(=O)(=O)c2cn(C)c3cc(N4CCCC4)c(F)cc3c2=O)cc1	/	-9%	1%	-12%	-5%	0.1	0	-4%	-4%
CCc1c(C)nc2ncnn2c1NC1CCCc2ccccc21 (configuration not stated)	4	3%	-8%	-11%	-4%	-0.3	3	-2%	-24%
COc1ccc(CNC(=O)CN(Cc2ccccc2)C(=O)c2csnn2)cc1	0	0%	1%	13%	5%	-0.1	-10	-5%	0%
O=C(COC(=O)c1cnccn1)Nc1cccc(F)c1	/	21%&-28%	-4%	10%	7%	/	-1&-15	-5%	11%
CSc1ccccc1NC(=O)Nc1ccc(F)c(Cl)c1	43*	?	2%	13%	0%	0.8	2	5%	-5%
CCC(=O)N1c2ccccc2CC1C(=O)NCCCN1CCN(c2ccc(F)cc2)CC1 (configuration not stated)	/	-17%	-1%	4%	3%	-0.7	1	-1%	1%
O=C(Nc1cccc(C(=O)O)c1)/C(=C\c1ccc2c(c1)OCO2)NC(=O)c1ccc(Br)o1	-2	-2%	1%	-25%	11%	-0.2	-1	-1%	-13%
O=C(Nc1ccccc1)c1nn(-c2ccccc2)c(=O)cc1C(F)(F)F	1	66%[activator]	-8%	6%	-7%	-0.2	-1	-2%	?
Cc1ccc(-c2noc(CCC(=O)NC3CCN(Cc4ccccc4)CC3)n2)cc1	6	?	0%	27%	7%	-0.4	-5	-2%	12%
CCCc1oc2ccc(NS(=O)(=O)c3ccc(OCC)cc3)cc2c1C(=O)OCC	/	?	?	2%	-1%	-0.4	-1	4%	0%
COc1ccc(C(=O)Nc2ccc(NC(=O)c3ccccc3OC)nc2)cc1	-8	?	0%	-11%	12%	-0.4	-7	-4%	0%
Cc1cnn2c(C3CC3)ccnc12	-8	195%[activator]	-1%	-32%	-2%	8.3	-3	-3%	7%
Cc1ccc(Cn2c(NCCc3ccccc3)nc3c2c(=O)n(C)c(=O)n3C)cc1	-4	-37%	-2%	-8%	2%	-1.9	6	0%	-11%
Cc1cc(C)nc(NC(=O)c2ccc(Br)s2)n1	-6	3%	2%	23%	-6%	-0.7	-6	-2%	-1%
Cc1cc(C)cc(NC(=O)Cn2c3ncccc3c(=O)n2-c2ccc(C)c(C)c2)c1	/	-1%	-7%	-1%	-4%	0.2	1	4%	-1%
CCN(C(=O)CN1CCCCC1C)c1c(N)n(Cc2ccccc2)c(=O)[nH]c1=O (configuration not stated)	/	-28%	-9%	11%	1%	/	-5	-2%	-3%
CCCN(CCc1ccccc1)C1CCc2c(O)cccc2C1 (configuration not stated)	/	?	-2%	-13%[56.9 µM]	6%	/	-1	-1%&-1%&-1%	0%
O=C(CN1C(=O)NC2(CCCCCC2)C1=O)Nc1ccc([N+](=O)[O-])cc1	/	-10%	-1%	14%	8%	/	-10	-4%	3%
Cc1sc(NC(=O)c2c(F)cccc2F)nc1-c1ccccc1	-10	-13%	-9%	-1%	-9%	1.1	-6	5%	11%

# More compounds follow.
structure	D2 antag	ALOX12 inh	Vif-APOBEC3G blk	RGS4 inh	ERG-DNA inh	D2 agonist	LDHA inh	GRP78 ERSR act	Vif-A3F inh
CC1CN(C2CCN(C(=O)c3ccccc3Cl)CC2)CC(C)O1 (configuration not stated)	-10	?	0%	-11%	2%	1.3	-16	-5%	5%
CC(C)N(CCc1ccncc1)C(=O)Nc1ccc(Cl)c(Cl)c1	1	2%	-5%	-7%	-4%	-0.2	0	-5%	-3%
O=[N+]([O-])c1ccc(CN2CCN(c3ccccc3Cl)CC2)o1	-10	?	2%	-21%	-21%	0.6	-8	-3%	-5%
CCOc1ccc(CNS(=O)(=O)c2c(C(=O)N3CCCCCC3)c(C)n(C)c2C)cc1OC	/	0%	-1%	-23%	8%	/	0	-2%	5%
CN1CCN(C(=O)C2=C[C@@H](c3ccc(Br)cc3)C[C@@H](OCc3ccc(CO)cc3)O2)CC1	2	-6%	6%	12%	-1%	/	-1	-2%	1%
Cc1nnc(NC(=O)CCCCCN2C(=O)C3C4C=CC(C4)C3C2=O)s1 (configuration not stated)	-21	13%[57.4 µM]	4%	3%	8%	0.1	-1	-3%	0%
COc1ccc(OC)c(-c2csc(N3CCC(c4ccccc4)CC3)n2)c1	-25	1%	4%	14%	2%	1.8	-1	-4%	-9%
O=C(NCc1ccccc1C(F)(F)F)C12CN(Cc3ccccc3)CC1C(c1ccc([N+](=O)[O-])cc1)=NO2 (configuration not stated)	-11	?	0%	-30%	1%	-0.2	0	0%	-5%
O=C(c1ccc(-c2cccc(C(F)(F)F)c2)o1)N1CCCCCCC1	-7	?	-6%	-20%	-3%	0.2	-3	0%	-12%
Cc1sc2nc(CN3CCOCC3)nc(NS(=O)(=O)c3ccc4c(c3)OCCO4)c2c1C	7	-7%	-1%	-26%	-2%	-0.4	2	4%	-2%
O=S(=O)(Nc1cccc2cccnc12)c1ccccc1	-20	-4%	-26%&-1%	-3%&-8%	2%	0.6	8&1	?	-27%
CCOC(=O)c1sc2nc(CSCC(=O)OCc3ccc(C(=O)OC)o3)[nH]c(=O)c2c1C	8	0%	1%	-5%	5%	-1.1	-5	-7%	0%
COc1ccc(C(CNC(=O)COc2ccccc2C#N)N2CCOCC2)cc1 (configuration not stated)	-1	9%	-6%	-11%	9%	0.1	1	-3%	6%
S=C(NCc1ccccc1Cl)NC1CCCC1	-6	?	4%	-18%	-2%	-0.2	-3	3%	4%
CC1(C)CC(=O)C(CC2=C(O)CC(C)(C)CC2=O)=C(O)C1	-26	10%	0%	-1%	-5%	0.0	-1	-4%	-11%
N#Cc1c(-c2ccco2)nc(SCc2ccc(F)cc2)[nH]c1=O	-3	-28%[57.4 µM]	2%	-37%	-8%	-2.0	0	0%	-5%
COc1ccc(OC)c(S(=O)(=O)N(C)CC(=O)Nc2ccccc2OC)c1	3	?	-1%	16%	9%	0.6	-6	0%	-15%
CCN(C(=O)COC(=O)CNC(=O)c1ccccc1C)C1=CCCCC1	19	?	0%	-4%	3%	-0.1	-18	-3%	3%
CCOC(=O)c1nnn(CC(=O)N2N=C(c3ccccc3)CC2c2ccccc2)c1C(=O)OCC (configuration not stated)	-3	-22%	2%	25%	4%	-2.1	-8	-6%	-14%
CCn1c(SCC(=O)Nc2ccc(S(=O)(=O)Nc3ccccn3)cc2)nnc1-c1ccncc1	9	-26%	0%	2%	14%	0.1	0	1%	-1%
CN(C)S(=O)(=O)c1ccc(NS(=O)(=O)/C=C/c2ccccc2)cc1	24	6%	2%	-20%	1%	0.9	-5	-2%	4%
C=CCn1c(-c2cccc(OC)c2)n[nH]c1=S	/	-26%	0%	-16%	2%	/	-8	-2%	-1%
O=C(Nc1ccc(Cl)cc1)c1nc[nH]c1C(=O)N1CCN(c2ccccc2)CC1	/	-5%	-1%	3%	-2%	/	-12	-2%	2%
O=C(Nc1ccc(Cl)cc1)OCCn1nnnc1C(c1ccccc1)N1CCOCC1 (configuration not stated)	6	0%	-1%	24%	11%	0.8	2	2%	-8%

# Bioassay records deposited in PubChem by National Center for Advancing Translational Sciences (NCATS).
